Bioassay records: PubChem BioAssay, Broad Institute
Pax4 gene expression – activators of Pax4 gene expression, primary screen, RT-PCR, mouse alpha TC1 cells, single point (AID 1053180); 0.2% of 9,600 active; mouse alpha TC1 cells, Pax4 mRNA qPCR, 6 days; active compounds read high; 100% = Pax4 plasmid added at qPCR; activation, % at 10 µM;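 active means highest normalized replicate activity of 15 or more, or at least half the replicates reach 15 or more; inactive means neither condition met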;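 further: pax4 Ct normalized to GAPDH with activation seen as lower delta delta Ct; plate controls were plate neutral control wells for no effect and Pax4 plasmid positive control for full effect; each compound tested in two replicate wells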
DLD1 CTGF mRNA – YAP1 pathway inhibitors via CTGF transcript, primary screen, DLD1 colon cancer cells, RT-qPCR, single point (AID 743449). DLD1 CTGF mRNA qPCR, 24 h; active compounds read high. 0.9% of 9,900 active. inhibition, % at 12.5 µM;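 active means mean normalized replicate activity at least 50 and at least half of replicates each reaching 50; inconclusive means only one of the two criteria met; inactive means neither criterion met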;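 further: 0% = neutral control wells and 100% = dasatinib control wells; higher means stronger suppression of CTGF expression like dasatinib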
Numbers without * were called inactive; ? = inconclusive; nt = no result given. These rows are one share of the data, so the mix of outcomes need not match the whole.

> COc1cccc(-c2ccc([C@@H]3[C@H]4CNCC(=O)N4[C@H]3CO)cc2)c1
  Pax4 gene expression: 0.0	DLD1 CTGF mRNA: -0.7
> CCCC#Cc1ccc2c(c1)O[C@H](CN(C)Cc1ccccn1)[C@@H](C)CN([C@@H](C)CO)S2(=O)=O
  Pax4 gene expression: 0.1	DLD1 CTGF mRNA: -79.9
> C[C@@H]1CN([C@@H](C)CO)C(=O)c2c(c3ccccc3n2C)-c2ccccc2CO[C@@H]1CN(C)S(=O)(=O)c1ccccc1C#N
  Pax4 gene expression: 0.0	DLD1 CTGF mRNA: -27.4
> O=C(c1cccc(F)c1)N1C[C@@H]2[C@H](c3ccccc31)[C@H](CO)N2Cc1cocn1
  Pax4 gene expression: 0.0	DLD1 CTGF mRNA: -14.7
> N#C[C@H]1[C@H](c2ccccc2)[C@H](CO)N1C(=O)c1cc(Cl)cc(Cl)c1
  Pax4 gene expression: 0.0	DLD1 CTGF mRNA: 45.7
> COc1ccc(NC(=O)N(C)C[C@H]2OCc3ccccc3-c3ccccc3C(=O)N([C@H](C)CO)C[C@@H]2C)c(OC)c1
  Pax4 gene expression: 0.0	DLD1 CTGF mRNA: -8.2
> O=C(c1cnccn1)N1CC(=O)N2[C@@H](CO)[C@H](c3ccc(-c4cccc(F)c4)cc3)[C@@H]2C1
  Pax4 gene expression: 0.0	DLD1 CTGF mRNA: 8.3
> COCC(=O)Nc1ccc2c(c1)C(=O)N(C)C[C@H](OC)[C@@H](C)CN(C(=O)c1ccncc1)[C@H](C)CO2
  Pax4 gene expression: 0.0	DLD1 CTGF mRNA: -41.1
> COCCNC(=O)[C@H]1[C@H](CO)[C@H]2Cn3c(ccc(C4=CCCCC4)c3=O)[C@@H]1N2Cc1cocn1
  Pax4 gene expression: 0.0	DLD1 CTGF mRNA: 1.9
> Cn1cnc(S(=O)(=O)N[C@H]2CC[C@@H](CC(=O)NCC3CCCCC3)O[C@H]2CO)c1
  Pax4 gene expression: 0.0	DLD1 CTGF mRNA: 5.0

> C[C@H](CO)N1C[C@H](C)[C@H](CN(C)Cc2ccc3cccnc3c2)OCc2cnnn2CCCC1=O
  Pax4 gene expression: 0.0	DLD1 CTGF mRNA: -15.4
> C[C@@H]1CN([C@@H](C)CO)S(=O)(=O)c2ccc(-c3cccc(C#N)c3)cc2O[C@H]1CN(C)C(=O)c1ccccc1
  Pax4 gene expression: 0.0	DLD1 CTGF mRNA: 35.2
> COc1cccc(CN2[C@@H]3CNC[C@H]2C3c2ccc(/C=C/c3ccccc3)cc2)c1 (stereo partly drawn)
  Pax4 gene expression: 0.0	DLD1 CTGF mRNA: -39.6
> CN(C)CC(=O)N1[C@H](C#N)[C@@H](c2ccc(-c3cccc(C(=O)N(C)C)c3)cc2)[C@H]1CO
  Pax4 gene expression: 0.0	DLD1 CTGF mRNA: 0.4
> C[C@H]1CN([C@@H](C)CO)C(=O)Cc2cc(NC(=O)C3CC3)ccc2O[C@H]1CN(C)S(=O)(=O)c1cn(C)cn1
  Pax4 gene expression: 0.0	DLD1 CTGF mRNA: 17.7
> C[C@@H]1CN([C@@H](C)CO)C(=O)c2c(c3ccccc3n2C)-c2ccccc2CO[C@H]1CN(C)C(=O)Nc1ccc2c(c1)OCO2
  Pax4 gene expression: 0.0	DLD1 CTGF mRNA: -26.2
> CN1C(=O)c2cc(NC(=O)c3cnccn3)ccc2OC[C@@H]2O[C@H](CC(=O)N[C@H]3CCN(Cc4ccccc4)C3)CC[C@@H]21
  Pax4 gene expression: 0.0	DLD1 CTGF mRNA: -2.9
> COc1ccc2c3c(n(C)c2c1)[C@H](CO)N(S(=O)(=O)c1ccc(C)cc1)CC31CCN(C)CC1
  Pax4 gene expression: 0.1	DLD1 CTGF mRNA: -24.0
> Cc1ccc(S(=O)(=O)N(C)C[C@@H]2Oc3c(NS(C)(=O)=O)cccc3C(=O)N([C@H](C)CO)C[C@H]2C)cc1
  Pax4 gene expression: 0.0	DLD1 CTGF mRNA: -5.6
> CO[C@H]1CN(C)C(=O)c2cc(NS(C)(=O)=O)ccc2OC[C@H](C)N(C(=O)C2CCOCC2)C[C@H]1C
  Pax4 gene expression: 0.0	DLD1 CTGF mRNA: -23.3

One compound at a time, from the list above:
COc1cccc(CN2[C@@H]3CNC[C@H]2C3c2ccc(/C=C/c3ccccc3)cc2)c1 (stereo partly drawn) reads Pax4 gene expression = 0.0; DLD1 CTGF mRNA = -39.6
C[C@@H]1CN([C@@H](C)CO)S(=O)(=O)c2ccc(-c3cccc(C#N)c3)cc2O[C@H]1CN(C)C(=O)c1ccccc1 reads Pax4 gene expression = 0.0; DLD1 CTGF mRNA = 35.2

Continued.
> O=C(c1cccc(F)c1)N1CC2(C1)[C@H](c1ccccc1)[C@H](CO)N2Cc1ccccn1
  Pax4 gene expression: nt	DLD1 CTGF mRNA: -29.0
> C[C@H]1CN([C@@H](C)CO)S(=O)(=O)c2ccc(-c3ccc(F)cc3)cc2O[C@@H]1CN(C)Cc1ccccc1C(=O)O
  Pax4 gene expression: 0.0	DLD1 CTGF mRNA: -11.0
> O=C(C[C@H]1CC[C@@H]2[C@H](COC[C@H](O)CN2Cc2ccc(F)cc2)O1)NCCc1ccccc1
  Pax4 gene expression: 0.0	DLD1 CTGF mRNA: -11.4
> O=C(C[C@H]1CC[C@H](NC(=O)C2CC2)[C@H](CO)O1)Nc1ccccc1
  Pax4 gene expression: 0.0	DLD1 CTGF mRNA: 19.7
> CN(C)C(=O)c1cccc(-c2ccc3c(c2)[C@@H]2[C@@H](CCN2C(=O)Cc2ccccc2)[C@H](CO)N3)c1
  Pax4 gene expression: 0.0	DLD1 CTGF mRNA: 12.8
> O=C(c1ccccc1F)N1CC(=O)N2[C@H](CO)[C@@H](c3ccc(C#Cc4ccccc4)cc3)[C@@H]2C1
  Pax4 gene expression: 0.0	DLD1 CTGF mRNA: 25.0
> CO[C@@H]1CC[C@H]2CCOc3c(C#N)cccc3C(=O)N(C)C[C@@H](c3ccccc3)CC(=O)N(C)C[C@@H]1O2
  Pax4 gene expression: 0.0	DLD1 CTGF mRNA: -7.2
> COc1ccc([C@H]2C/C=C\C[C@H](c3ccc4c(c3)OCO4)NC(=O)CCC(=O)N2)c(OC)c1
  Pax4 gene expression: 0.0	DLD1 CTGF mRNA: -8.9
> COc1ccc(S(=O)(=O)Nc2ccc3c(c2)C(=O)N([C@@H](C)CO)C[C@@H](C)[C@H](CN(C)C(=O)Nc2c(C)noc2C)OCCCC[C@H](C)O3)cc1
  Pax4 gene expression: 0.0	DLD1 CTGF mRNA: 5.4
> COc1cccc(CNC(=O)C[C@H]2CC[C@@H]3[C@H](COc4ccc(NC(=O)c5cccs5)cc4C(=O)N3C)O2)c1
  Pax4 gene expression: 0.0	DLD1 CTGF mRNA: -4.1

Arranged by count of non-hydrogen atoms (smallest number first): some entries from above
> O=C(C[C@H]1CC[C@@H]2[C@H](COC[C@H](O)CN2Cc2ccc(F)cc2)O1)NCCc1ccccc1
  Pax4 gene expression: 0.0	DLD1 CTGF mRNA: -11.4
> CN(C)C(=O)c1cccc(-c2ccc3c(c2)[C@@H]2[C@@H](CCN2C(=O)Cc2ccccc2)[C@H](CO)N3)c1
  Pax4 gene expression: 0.0	DLD1 CTGF mRNA: 12.8
> C[C@H]1CN([C@@H](C)CO)S(=O)(=O)c2ccc(-c3ccc(F)cc3)cc2O[C@@H]1CN(C)Cc1ccccc1C(=O)O
  Pax4 gene expression: 0.0	DLD1 CTGF mRNA: -11.0
> COc1ccc(S(=O)(=O)Nc2ccc3c(c2)C(=O)N([C@@H](C)CO)C[C@@H](C)[C@H](CN(C)C(=O)Nc2c(C)noc2C)OCCCC[C@H](C)O3)cc1
  Pax4 gene expression: 0.0	DLD1 CTGF mRNA: 5.4

Two successive compounds out of the list so far:
> COc1ccc([C@H]2C/C=C\C[C@H](c3ccc4c(c3)OCO4)NC(=O)CCC(=O)N2)c(OC)c1
  Pax4 gene expression: 0.0	DLD1 CTGF mRNA: -8.9
> COc1ccc(S(=O)(=O)Nc2ccc3c(c2)C(=O)N([C@@H](C)CO)C[C@@H](C)[C@H](CN(C)C(=O)Nc2c(C)noc2C)OCCCC[C@H](C)O3)cc1
  Pax4 gene expression: 0.0	DLD1 CTGF mRNA: 5.4

Next part
Order of values: Pax4 gene expression, DLD1 CTGF mRNA
CS(=O)(=O)Nc1ccc2c(c1)[C@H]1C[C@@H](CC(=O)NCc3cc(F)ccc3F)O[C@@H](CO)[C@H]1O2
→ 0.0, 8.4
O=C(c1ccccc1)N1CC(=O)N2[C@H](C1)[C@@H](c1ccc(-c3ccccc3)cc1)[C@@H]2CO
→ 0.0, ?
CCCC#Cc1ccc2c(c1)O[C@H](CN(C)Cc1ccccn1)[C@H](C)CN([C@@H](C)CO)S2(=O)=O
→ 0.0, ?
C[C@@H]1CN([C@H](C)CO)C(=O)CCCn2nncc2CO[C@@H]1CN(C)C(=O)c1ccc(N2CCN(C)CC2)cc1
→ 0.0, -28.6
COc1ccc(C(=O)N2C[C@@H]3[C@H](c4ccccc42)[C@H](CO)N3Cc2ccccc2Cl)cc1
→ 0.0, 11.1
O=C(C1CC1)N1C[C@H]2[C@@H](c3ccccc31)[C@H](CO)N2C(=O)c1ccccc1
→ 0.0, -8.9
C[C@H](CO)N1C[C@H](C)[C@@H](CN(C)S(C)(=O)=O)Oc2ncc(-c3ccc(F)cc3)cc2C1=O
→ 0.0, 15.8
N#C[C@H]1[C@H](c2ccccc2C2=CCCC2)[C@@H](CO)N1C(=O)NC1CCCCC1
→ 0.0, 6.4
Cc1noc(C)c1NC(=O)N(C)C[C@H]1Oc2ccc(NC(=O)Cc3cn(C)c4ccccc34)cc2CC(=O)N([C@H](C)CO)C[C@H]1C
→ 0.0, 5.2
CC(C)[C@@H]1C(=O)N[C@@H](c2ccc(F)cc2)CC=CC[C@@H](C)Oc2ccccc2C(=O)N1C (mixture of isomers)
→ 0.0, 39.9
COc1cccc(C#Cc2ccc3c(c2)O[C@H](CN(C)C(=O)CN2CCOCC2)[C@@H](C)CN([C@H](C)CO)S3(=O)=O)c1
→ 0.1, 9.1
COc1ccc2c3c([nH]c2c1)[C@H](CO)NCC31CCN(C(=O)Nc2ccccc2F)CC1
→ 0.0, 20.6
